OX1R antag-1 = antagonists of human orexin 1 receptor (OX1R). Orexin/Hypocretin receptor type 1 (Homo sapiens), O43613. OX1R-expressing cells, FRET antagonist read-out. inhibition, % at 6.6 µM. hit rate 1.8% among 330,000. AID 485270, 2010; in the data active means inhibition mostly above about 38%, no sharp cut-off; inactive means mostly below about 40%;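 further: 0% = agonist challenge alone and 100% = reference antagonist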
Target sequence (O43613 whole entry, looked up): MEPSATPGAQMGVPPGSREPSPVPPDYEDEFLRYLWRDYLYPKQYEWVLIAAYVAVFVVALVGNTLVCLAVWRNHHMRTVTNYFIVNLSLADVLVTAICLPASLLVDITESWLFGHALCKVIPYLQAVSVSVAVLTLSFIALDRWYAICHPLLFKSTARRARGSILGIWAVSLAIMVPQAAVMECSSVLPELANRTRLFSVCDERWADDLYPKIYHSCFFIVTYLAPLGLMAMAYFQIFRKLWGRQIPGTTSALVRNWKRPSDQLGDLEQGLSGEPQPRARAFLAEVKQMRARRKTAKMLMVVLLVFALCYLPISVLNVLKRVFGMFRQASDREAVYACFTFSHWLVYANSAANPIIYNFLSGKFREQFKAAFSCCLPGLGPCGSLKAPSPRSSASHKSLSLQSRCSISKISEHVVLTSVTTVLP
OX1R antag-2 = OX1R (HCRTR1) antagonists, primary screen, fluorescence, CHO/OX1R cells, Fluo-8 calcium, orexin A | AID 434989, 2010 | Orexin/Hypocretin receptor type 1 (Homo sapiens), O43613 | inhibition, % at 5 µM | Fluo-8 calcium fluorescence | hit rate 0.43% among 330,000;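 active means inhibition above its plate's threshold, mean inhibition of all tested compounds on the plate plus 3 SD, cut at about 37% in these data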;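 further: 0% = orexin A challenge wells and 100% = SB-334867-A antagonist wells; not every result past the cut was called active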
Active calls of the source: *. Hits appear at their usual frequency; about 2.1% have a hit in one of these screens.

Preview, 15 compounds:
entry	SMILES	OX1R antag-1	OX1R antag-2
1	CC(NC(=O)COC(=O)c1ccc2ccccc2n1)C1CC2CCC1C2 (centres undefined)	5	-33
2	O=C(Nc1cnn(Cc2ccc(Cl)c(Cl)c2)c1)c1nc2ncccn2n1	17	-12
3	O=C1C2C3C=CC(CC3)C2C(=O)N1/N=C/c1c[nH]c2ccccc12 (centres undefined)	14	-11
4	C[C@@H](NC(=O)Cn1cnc2c(NCc3ccccc3)ncnc21)c1cccc2ccccc12	26	4
5	Fc1ccc(C2CC(c3ccccc3)Nc3ncnn32)cc1 (centres undefined)	1	-1
6	CCOc1nc2ccccc2cc1C=O	13	-17
7	Cc1ccc(C)c(OCCSc2nnc(C)c(=O)[nH]2)c1	17	-18
8	Cc1ccc(OCc2cnc(Cl)s2)c(C)c1	8	9
9	Cc1cc(=O)oc(C)c1C(=O)Nc1ccc2ncccc2c1	7	-11
10	O=C(Nc1ccc(Cl)cc1)/C(=C1\CCCN1)[N+](=O)[O-]	12	-10
11	CNC(=S)N/N=C/c1ccccc1OCC(=O)O	3	-6
12	CCOc1ncccc1C(=O)OCC(=O)NCc1ccc(C(=O)OC)cc1	4	-5
13	COc1ccc2c(c1)CC[C@@H]1[C@@H]2CC[C@]2(C)[C@@H](C(=O)O)C[C@@H]12	26	-26
14	O=C(O)C1CCCN1S(=O)(=O)c1cccc(S(=O)(=O)N2CCCC2C(=O)O)c1 (centres undefined)	24	-2
15	CC1(c2ccc(Cl)cc2Cl)NC(=O)N(CC(=O)NC2CCCCC2)C1=O (centres undefined)	1	-19

The list itself, repeating the preview:
entry	SMILES	OX1R antag-1	OX1R antag-2
1	CC(NC(=O)COC(=O)c1ccc2ccccc2n1)C1CC2CCC1C2 (centres undefined)	5	-33
2	O=C(Nc1cnn(Cc2ccc(Cl)c(Cl)c2)c1)c1nc2ncccn2n1	17	-12
3	O=C1C2C3C=CC(CC3)C2C(=O)N1/N=C/c1c[nH]c2ccccc12 (centres undefined)	14	-11
4	C[C@@H](NC(=O)Cn1cnc2c(NCc3ccccc3)ncnc21)c1cccc2ccccc12	26	4
5	Fc1ccc(C2CC(c3ccccc3)Nc3ncnn32)cc1 (centres undefined)	1	-1
6	CCOc1nc2ccccc2cc1C=O	13	-17
7	Cc1ccc(C)c(OCCSc2nnc(C)c(=O)[nH]2)c1	17	-18
8	Cc1ccc(OCc2cnc(Cl)s2)c(C)c1	8	9
9	Cc1cc(=O)oc(C)c1C(=O)Nc1ccc2ncccc2c1	7	-11
10	O=C(Nc1ccc(Cl)cc1)/C(=C1\CCCN1)[N+](=O)[O-]	12	-10
11	CNC(=S)N/N=C/c1ccccc1OCC(=O)O	3	-6
12	CCOc1ncccc1C(=O)OCC(=O)NCc1ccc(C(=O)OC)cc1	4	-5
13	COc1ccc2c(c1)CC[C@@H]1[C@@H]2CC[C@]2(C)[C@@H](C(=O)O)C[C@@H]12	26	-26
14	O=C(O)C1CCCN1S(=O)(=O)c1cccc(S(=O)(=O)N2CCCC2C(=O)O)c1 (centres undefined)	24	-2
15	CC1(c2ccc(Cl)cc2Cl)NC(=O)N(CC(=O)NC2CCCCC2)C1=O (centres undefined)	1	-19
16	COc1ccc(C2CC(=O)C=C(NCc3ccccc3)C2)cc1 (centres undefined)	7	-23
17	CSCCCN1CCC(n2nccc2NC(=O)CCCc2ccccc2)CC1	14	-15
18	COn1c(SCc2ccc(C)cc2C)nc2ccccc2c1=O	22	-10
19	Cc1ccc(-c2cc(N)on2)cc1	1	-6
20	Cc1nc2c(-c3ccccc3)c[nH]n2c(=O)c1Cc1ccccc1	10	-8
21	O=C(N/N=C/c1ccc([N+](=O)[O-])cc1)c1cnccn1	41	-13
22	C1=C(CCNCC2CC2)CCCC1	12	-6
23	CN(C)S(=O)(=O)c1cccc(NC(=O)CN2C(=O)NC3(CCc4ccccc4C3)C2=O)c1 (centres undefined)	8	-17
24	COCCCn1cnnc1SCc1nc2sc(C(C)=O)c(C)c2c(=O)[nH]1	30	-2
25	O=C(CCn1nc(-c2ccc(Cl)cc2)ccc1=O)NCCCN1CCCCCC1	17	-19
26	CCn1ccc(C(=O)Oc2ccc(C(C)C)cc2)n1	17	-8
27	CCSc1nnc(-c2cccnc2)n1-c1ccc(C)c(Cl)c1	10	-23
28	O=C(/C=C\c1ccco1)Oc1cccc2cccnc12	5	-6
29	CCC(=O)NC(c1ccco1)c1cc(Cl)c2cccnc2c1O (centres undefined)	26	-41
30	Cc1ccc(NCc2nc3ccccc3n2C)cc1	8	-13
31	O=C1COc2ccc(C(=O)COC(=O)Cc3ccc(F)cc3)cc2N1	19	-8
32	CCOC(=O)N1CCN(Cc2nnc(-c3cccc(Br)c3)o2)CC1	-5	-4
33	Cc1cccc(C)c1OCc1cc(C(=O)N(Cc2c(C)nn(C)c2C)C2CC2)no1	11	-3
34	Cc1cc(C)nc(NS(=O)(=O)c2ccc(NC(=O)CN3C(=O)C4CC=CCC4C3=O)cc2)n1 (centres undefined)	10	-11
35	CC1CN(C(=O)/C(C#N)=C2\N=C(NC(=O)c3ccc(F)cc3)c3ccccc32)CC(C)O1 (centres undefined)	14	-18
36	CCc1nnc(NC(=O)C2Cc3ccccc3CN2S(=O)(=O)CC)s1 (centres undefined)	19	-37
37	C=CCOCCN(CCOCC=C)C1=NS(=O)(=O)c2ccccc21	34	-17
38	CN(Cc1nc2ccccc2[nH]1)Cc1nc(CC2CC2)no1	15	-25
39	CCOc1nc(-c2ccccc2)ccc1-c1noc(-c2ccco2)n1	2	-21
40	COc1ccc2[nH]c(C)cc(=O)c2c1	10	-15
41	Cc1ccc(NC(=O)CCNC(=O)c2ccccc2Cl)cc1S(=O)(=O)N(C)C	9	-11
42	O=C(/C=C/c1ccc(Cl)c([N+](=O)[O-])c1)c1cccnc1	13	-29
43	CCC(C)NC(=O)COC(=O)c1csc2c1CCCC2 (centres undefined)	4	-22
44	CN(c1ccc(C(=O)NCCCn2ccnc2)cc1)S(C)(=O)=O	4	-2
45	Cc1cccc(Cn2c(SCC(=O)Nc3ccccc3)nc3c2c(=O)[nH]c(=O)n3C)c1	5	-31
46	O=C1N=c2ccccc2=C1c1c(O)[nH]c2c(C(F)(F)F)cccc12	7	1
47	CCCCn1c(CNC(=O)c2cccs2)nc2ccccc21	12	-32
48	O=C(Cn1nnc(-c2ccc(F)cc2)n1)Nc1ccc2c(c1)OCCO2	23	-6
49	CC(=O)N(c1cccc(Br)c1)C1C=CS(=O)(=O)C1 (centres undefined)	18	3
50	Clc1ccc(-n2ncc3c(NCc4ccccn4)ncnc32)cc1	15	-7

(more compounds)
entry	SMILES	OX1R antag-1	OX1R antag-2
51	Cc1ccc(CN2CC(C(=O)Nc3nnc(SCc4c(Cl)cccc4Cl)s3)CC2=O)cc1 (centres undefined)	12	-14
52	COc1cccc(CN(C)C(=O)c2cccc(S(=O)(=O)NCc3ccccc3)c2)c1OC	18	-25
53	CC(C)CNC(=O)c1cc(-c2ccc(Cl)c(Cl)c2)on1	3	-8
54	CCCCC(=O)NC(=S)Nc1ccccc1C(=O)Nc1ccccc1	13	-19
55	CC(OC(=O)COc1ccc(Nc2ccccc2)cc1)C(=O)N(C)c1ccccc1 (centres undefined)	38	-13
56	COc1ccccc1S(=O)(=O)Cc1ccc(C(=O)NCCN2CCCC2)o1	5	7
57	Cc1ccc(S(=O)(=O)N2CCN(C(=O)Cc3sc(C)nc3-c3ccc(F)cc3)CC2)c(C)c1	18	-45
58	COc1ccc(OC)c(NC(=O)COC(=O)CC2CCCCC2)c1	13	-10
59	CC1CN(C(=O)c2cccs2)CCN1C(=O)c1cccs1 (centres undefined)	1	-3
60	COc1ccc(C(=O)N2CCOCC2)cc1Br	15	-17
61	Cc1nc2cc(F)ccc2n1C1CCN(C(=O)c2c(F)cccc2F)CC1	15	-23
62	COc1ccc(OCC(O)CNS(=O)(=O)c2ccc(NC(C)=O)cc2)cc1 (centres undefined)	8	4
63	COc1ccc(S(=O)(=O)N2Cc3ccccc3CC2C(=O)O)cc1OC (centres undefined)	13	-1
64	CCC(=O)NC(=S)Nc1ccc(N2CCOCC2)cc1	25	1
65	O=C(CSc1nc2ccccc2c(=O)n1Cc1ccco1)NCc1ccccc1	4	-11
66	COc1c(Cl)ccc(Cl)c1C(=O)NC(=S)N1CCOCC1	6	-11
67	CCc1nc2nc(C)c(NS(=O)(=O)c3ccc(Cl)s3)c(=O)n2[nH]1	3	-8
68	CC1CCCCN1C(C(=O)O)c1ccccc1 (centres undefined)	7	-6
69	CCCOc1ccc(NC(=O)C2CCCNC2=O)cc1 (centres undefined)	18	-25
70	O=S(=O)(NCCOC12CC3CC(CC(C3)C1)C2)c1cccc2nsnc12	24	-17
71	CCc1nc2ccc(C(=O)Nc3cccc(C(C)=O)c3)cc2nc1CC	81*	1
72	Cc1cccc(NC(=O)CN2C(=O)c3ccccc3S2(=O)=O)n1	2	-8
73	NC(=O)C1CCN(c2ncccc2[N+](=O)[O-])CC1	38	-3
74	O=C(COc1ncnc2ccccc12)Nc1cc([N+](=O)[O-])ccc1F	24	-29
75	Cc1ccc(S(=O)(=O)Cc2ccc(C(=O)N3CCN(c4cccc(C)c4C)CC3)o2)cc1	8	-33
76	CCNC(=O)COc1ccc(C=O)cc1OC	2	-9
77	Cc1ccc(C)c(NC(=O)C2=CCN(S(=O)(=O)c3ccc(F)cc3)CC2)c1	11	-15
78	COc1ccccc1C1C=C(c2ccc(C)cc2)Nc2nnnn21 (centres undefined)	6	-22
79	CCc1ccc(C(=O)CSc2nc3cc(S(=O)(=O)N4CCOCC4)ccc3n2CC)cc1	13	-17
80	CCOC(=O)C1=C(N)n2c(s/c(=C\c3ccncc3)c2=O)=C(C(=O)OCC)C1c1ccncc1 (centres undefined)	11	-39
81	O=c1c(-c2ccc(O)cc2)coc2cc(OC3OC(CO)C(O)C(O)C3O)cc(O)c12 (centres undefined)	16	-10
82	CCCCNC(=O)c1c(CSc2ccccc2)noc1C(=O)NCc1ccccc1	31	-12
83	O=C1CN(Cc2ccccc2)C(=NCc2ccco2)S1	19	-13
84	O=C(COC(=O)c1cncc(Br)c1)NC12CC3CC(CC(C3)C1)C2	10	-3
85	COc1ccccc1OCCNC(=O)CN(c1cccc(C)c1)S(=O)(=O)c1ccccc1	72*	17
86	CCOC(=O)C1=C(C)C(c2ccc(OC)cc2)NC(=S)N1 (centres undefined)	27	0
87	N#Cc1c(NC(=O)CSc2ncc(-c3ccccc3)n2CC2CCCO2)sc2c1CCCC2 (centres undefined)	14	-18
88	CC(C)c1ccccc1NC(=O)c1ccc2ncsc2c1	8	-22
89	CC(C)(C)C1CCc2onc(C(=O)Nc3cnn(Cc4ccc(F)cc4)c3)c2C1 (centres undefined)	11	-44
90	COc1cc(C(=O)OC(C)C(=O)N2CCc3ccccc3C2)ccc1OCC(=O)N1CCOCC1 (centres undefined)	28	-7
91	CCc1ccccc1NC(=O)/C(C#N)=C/c1ccc(Sc2ccccc2)o1	19	-36
92	C/C(=N/Nc1ccccc1[N+](=O)[O-])c1ccc([N+](=O)[O-])cc1	5	-6
93	NC(=O)C1=C[C@@H](c2ccc(Br)cc2)C[C@@H](OCCCCO)O1	10	-2
94	CN(Cc1cnccn1)Cc1ccccc1OCC(O)CN1CCc2ccccc2C1 (centres undefined)	20	-28
95	COc1cccc(/C=N/n2nnnc2N)c1O	10	-2
96	CCCN(C(=O)c1cccs1)c1nnc(-c2ccncc2)s1	-2	-31
97	CC(=O)Cc1nsc(Nc2ccc(F)cc2)n1	1	-9
98	Cc1cc(C)nc(SCCCn2c(=O)[nH]c3ccccc32)n1	8	-15
99	C[C@@H]1C=C(C(=O)N2CCN(C)CC2)O[C@H](OCc2ccc(CO)cc2)C1	9	-17
100	O=C(NC1CCN(S(=O)(=O)c2ccccc2F)CC1)c1ccco1	11	-11

Next section
entry	SMILES	OX1R antag-1	OX1R antag-2
101	Cc1ccc(S(=O)(=O)N(C)C)cc1NC(=O)COC(=O)CCC(=O)c1ccc(F)cc1	5	-9
102	Cn1c(Cc2cccc3ccccc23)nnc1SCC(=O)N1CCN(c2cccc(Cl)c2)CC1	51	3
103	Nc1cc(C(=O)OCC(=O)NCc2ccc(F)cc2)ccc1Cl	16	0
104	CC1CN(C(=O)CS(=O)(=O)Cc2ccccc2)CC(C)O1 (centres undefined)	6	-3
105	C(=C\c1ccncc1)/c1ccncc1	32	0
106	Cc1cccn2c(CNCCCOc3cccnc3)c(C(=O)N3CCOCC3)nc12	13	-19
107	Cc1cccc(S(=O)(=O)Nc2ccncc2)c1	1	-6
108	Cc1cccc(NC(=O)c2ccc(Cl)c(NC(=O)c3ccncc3)c2)c1C	10	-14
109	CCNc1nc(NC(C)C)nc(Oc2ccc(=O)n(C)n2)n1	17	-24
110	Cc1cccc(N(C)C(=O)c2cc3c(=O)[nH]c4ccc(C)cc4c3s2)c1	8	-53
111	Cc1cccc(Nc2nnc(SCC(=O)Nc3ncc(C(F)(F)F)cc3Cl)s2)c1C	19	-28
112	COC(=O)c1sc2nc(SCc3cccc(Cl)c3)n(N)c(=O)c2c1C	24	-2
113	COc1ccc(C2(c3ccc(OC)cc3)NC(=O)N(CC(=O)NC3(C#N)CCCC3)C2=O)cc1	7	-15
114	CC(C)N(Cc1cnn(C)c1)C(=O)c1ccc(OC2CCN(Cc3ccccn3)CC2)cc1	-3	-25
115	Cc1csc(=O)n1CC(=O)OCC(=O)Nc1ccccc1C(C)C	2	-8
116	Cc1cccc(NC(=O)CSCC(=O)OCc2ccccn2)c1	13	-12
117	Cc1cc(C)cc(OCC(=O)OC/C(O)=C(\C#N)c2nc3ccccc3[nH]2)c1	7	1

Three compounds from above, sorted by the value under OX1R antag-2, low to high:
item | Molecule | OX1R antag-2
106 | Cc1cccn2c(CNCCCOc3cccnc3)c(C(=O)N3CCOCC3)nc12 | -19
116 | Cc1cccc(NC(=O)CSCC(=O)OCc2ccccn2)c1 | -12
112 | COC(=O)c1sc2nc(SCc3cccc(Cl)c3)n(N)c(=O)c2c1C | -2
